pCIP destab = lowers stability of the mouse p/CIP coactivator protein. 290,000 tested, 0.01% active. AID 1984. decrease of EGFP signal, % at 10 µM. Q05BA5. F442A p/CIP-EGFP cells, EGFP fluorescence, 16 h;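 active = EGFP signal decrease of at least 30% at 10 µM or well 3 SD below plate mean, unless failing retest; inactive = the rest, including hits failing retest or dose response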; note: some compounds called inactive have numbers as strong as hits; many of its hits are not listed in these tables
NALP1 yeast inh = blocks the NALP1 inflammasome reconstituted in yeast; S. cerevisiae NALP1/ASC/caspase-1 growth, X-gal OD620, 72 h; inhibition, % at 10 µM; 280,000 tested, 0.61% active; AID 2071; in the data active = inhibition mostly above about 24%, no sharp cut-off; inactive = mostly below about 32%; note: some compounds called inactive have numbers as strong as hits
IDE act = boosts human insulin-degrading enzyme activity in HEK cells; P14735; FAbeta-B cleavage, fluorescence polarization; 0% vehicle, 100% cell-free pure enzyme wells; activation, % at 5.96 µM; 340,000 tested, 0.073% active; AID 493087;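 active = activation above the mean of all tested compounds plus 3 SD, set per screening campaign, cut at about 17% in these data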
PfM18AAP inh = blocks P. falciparum M18 aspartyl aminopeptidase; recombinant PfM18AAP, H-Glu-NHMec fluorogenic cleavage; inhibition, % at 7.35 µM; AID 1822; 290,000 tested, 1.2% active;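 active = inhibition above the campaign mean inhibition over all tested compounds plus 3 SD, cut at about 28% in these data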;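 note: 0% = plate median of test compound wells and 100% = 2 mM ZnCl2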
MEKK3 PB1 HTS = MEKK3-MEK5 PB1 interaction, increase or decrease; Q99759; bead-based flow cytometry, Alexa488-MEK5 binding to MEKK3; actives lie on both sides; 0 = blocked by unlabeled MEK5, 100 = vehicle; binding response (% of control), % at 10 µM; 290,000 tested, 1.4% active; AID 1529;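 active = binding response more than 3 SD above or below the average of its plate-row segment, actives on both sides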;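 note: Alexa488 bead fluorescence after subtracting the streptavidin-only scavenger bead signal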
Target sequence (Q99759 whole entry, looked up): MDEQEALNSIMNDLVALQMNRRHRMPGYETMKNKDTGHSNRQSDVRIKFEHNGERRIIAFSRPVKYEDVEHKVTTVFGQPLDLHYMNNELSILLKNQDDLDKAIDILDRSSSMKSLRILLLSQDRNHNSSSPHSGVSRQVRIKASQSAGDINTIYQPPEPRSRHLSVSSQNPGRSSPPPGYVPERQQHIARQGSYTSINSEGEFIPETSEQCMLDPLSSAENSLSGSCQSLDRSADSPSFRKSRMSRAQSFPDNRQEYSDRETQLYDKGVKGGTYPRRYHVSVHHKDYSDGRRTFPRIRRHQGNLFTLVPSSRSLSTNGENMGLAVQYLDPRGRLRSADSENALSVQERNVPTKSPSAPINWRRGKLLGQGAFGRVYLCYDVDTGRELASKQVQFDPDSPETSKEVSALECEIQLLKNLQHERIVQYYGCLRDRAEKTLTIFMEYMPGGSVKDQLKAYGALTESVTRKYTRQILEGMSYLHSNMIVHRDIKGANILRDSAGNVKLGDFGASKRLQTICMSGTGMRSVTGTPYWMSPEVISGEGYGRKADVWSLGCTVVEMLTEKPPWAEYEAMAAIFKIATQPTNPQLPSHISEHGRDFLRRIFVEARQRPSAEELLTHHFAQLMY
IDE cell inh = inhibitors of human insulin-degrading enzyme in cells. 320,000 tested, 0.41% active. HEK cells, FAbetaB cleavage, fluorescence polarization. P14735. inhibition, % at 5.59 µM;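 active = percent inhibition above the average of all tested compounds plus 3 SD, set per screening campaign, cut at about 16% in these data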;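 note: IDE supplied by intact live HEK cells; FP after avidin binding of uncleaved biotin substrate so inhibition keeps polarization high; 0% = DMSO wells and 100% = 60 µM reference IDE inhibitor Ii1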
UBC9 SUMO inh = SUMOylation inhibition; inhibition, % at 35 µM; HTRF SUMOylation assay, SAE1/SAE2 + UBC9, in vitro; 290,000 tested, 0.36% active; P63279; AID 2006; in the data active = inhibition above about 50%, passing the limit was not always enough; note: strong numbers were not always called active
Target sequence (P63279 whole entry, looked up): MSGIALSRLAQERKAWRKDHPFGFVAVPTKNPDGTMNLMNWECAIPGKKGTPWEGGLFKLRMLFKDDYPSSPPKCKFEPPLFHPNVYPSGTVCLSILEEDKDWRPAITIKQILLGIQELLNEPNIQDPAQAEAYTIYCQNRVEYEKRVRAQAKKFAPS
MEKK2 mut-MEK5 = signal of MEK5 binding to mutant human MEKK2 PB1 domain | bead flow cytometry, Alexa488-MEK5 binding to MEKK2 mutant | percent response, % at 10 µM | 290,000 tested, 0.35% active | AID 1530; in the data active = percent response above about 24%, passing the limit was not always enough; note: inactives centre near 1; some results filed as inactive read as strong as hits; reference of the scale not given here
MEKK2wt PB1 HTS = raises or lowers MEK5 binding to wildtype human MEKK2 PB1 domain; bead flow cytometry, Alexa488-MEK5 binding to MEKK2 WT; actives lie on both sides; 290,000 tested, 1.1% active; binding response (% of control), % at 10 µM; in the data active = binding response below about 67% or above about 130%
* hit, by the source's call; x = not tested or not shown.

SMILES	pCIP destab	NALP1 yeast inh	IDE act	PfM18AAP inh	MEKK3 PB1 HTS	IDE cell inh	UBC9 SUMO inh	MEKK2 mut-MEK5	MEKK2wt PB1 HTS
CCCNc1nc(C)cc(-c2cc(C(=O)Nc3ccccc3)on2)n1	x	x	2	x	107	-2	x	3	107
O=C(c1cccnc1)N1CCN(S(=O)(=O)c2ccc(F)cc2)CC1	1	17	2	0	101	1	8	-11	94
O=C(N/N=C/c1ccc(O)cc1)c1ccc(NC(=O)c2ccccc2Br)cc1	-10	1	3	-2	99	5	16	7	96
Cc1cc(C)cc(NC(=S)NC2CC3CCC(C2)N3Cc2ccco2)c1 (stereo not drawn)	-6	0	3	-5	x	1	-8	x	x
CCCn1ncc(CN2CCC(CO)(Cc3ccc(OC)cc3)CC2)c1C	-4	5	x	3	100	3	9	-1	101
CCc1cc2c(-c3ccccc3)cc(=O)oc2cc1OC(C)C(=O)NCC1CCC(C(=O)O)CC1 (stereo not drawn)	-8	-2	2	1	98	2	-2	0	94
Cc1nn(Cc2ccccc2)c(Cl)c1/C=C1\NC(=S)NC1=O	1	-4	-4	2	101	9	-8	-6	96
CC1(C)CCCC(C)(C)N1CC(O)COCCOc1ccc(Br)cc1 (stereo not drawn)	-6	9	3	0	90	0	18	0	103
CC(=O)Nc1ccc(NC(=O)C/C(C)=N/NC(=O)c2cccc3ccccc23)cc1	4	2	-1	5	99	0	-4	-1	102
C/C(=N\NS(=O)(=O)c1ccc([N+](=O)[O-])cc1)c1ccc(NC(=O)c2ccco2)cc1	2	12	1	-1	97	0	25	-2	97
CN(C)C(=O)CN1CCN(Cc2cn(C)nc2-c2ccc3c(c2)OCCO3)CC1	8	4	2	2	95	3	-5	-11	85
CCC1OC2(C)OC(=N)C1(C#N)C(C#N)(C#N)C2c1ccccc1 (stereo not drawn)	-15	34	-4	0	112	-3	10	-1	105
COc1ccccc1OCC(=O)NCC1CCCN(C(=O)c2ccccc2C(C)=O)C1 (stereo not drawn)	11	29	-4	2	100	0	2	0	98
CCOC(=O)C(NCc1ccco1)(NC(=O)c1ccccc1)C(F)(F)F (stereo not drawn)	0	-3	5	3	133*	-1	11	5	130
Cc1nc2sc(C(=O)O)c(N)c2c2c1COC(C)(C)C2	15	5	1	11	107	-2	16	1	104
Cc1ccc(S(=O)(=O)N(CC(=O)NCCSc2ccccn2)c2ccc(C)c(C)c2)cc1	-3	32	2	-2	94	0	-7	-3	95
COCCSc1nnc(NC(=O)Cc2ccccc2OC)s1	-9	10	3	0	101	5	5	-2	103
CSc1cccc(NC(=S)NC(=O)CCc2ccccc2)c1	-3	11	3	-4	105	7	-1	7	107
O=C(c1ccc(S(=O)(=O)N2CCC(c3nc4ccccc4[nH]3)CC2)cc1)N1CCOCC1	-1	1	2	-5	104	3	-6	8	104
Cc1ccc(C)c(S(=O)(=O)Nc2ccc(O)cc2)c1	5	6	6	-25	103	2	7	3	104
Cc1[nH]c2c(ccc3cccnc32)c1C	2	28	-2	0	91	7	43	-3	89
O=C(c1cc(-c2ccco2)on1)N1CCCc2ccccc21	-11	18	7	-5	97	-4	46	-2	93
O=C(NCc1ccc2c(c1)OCO2)c1cccc(F)c1	2	14	5	-1	98	4	-2	2	100
COc1ccc(C(=O)NCCc2nc3cc([N+](=O)[O-])ccc3n2C)cc1	-6	20	-1	6	97	7	22	-1	100
CCc1cc2c(=O)c(-c3ccc4c(c3)OCCO4)coc2c(CN2CCCCC2C)c1O (stereo not drawn)	2	-8	5	-3	97	-3	31	-6	92
COC(=O)/C(C#N)=C1/SC=C(C)N1c1ccccc1	-4	20	-2	0	108	4	-7	4	109
Cc1ccc[n+](CC(=O)N2CCCc3ccccc32)c1	-14	3	-1	1	102	0	18	4	102
Cc1cc(C)c2c(CN3CC(C)OC(C)C3)cc(=O)oc2c1C (stereo not drawn)	-8	-1	4	-1	98	0	6	1	101
O=C(COc1ccc(Cl)cc1)N/N=C/c1cccc2cccnc12	-3	-2	3	12	98	0	4	2	99
COc1ccc(-c2cc(C(=O)N3CCN(c4ccccc4)CC3)c3ccccc3n2)cc1OC	-14	10	4	-3	98	5	15	2	95

For convenience, part of the list above:
SMILES	pCIP destab	NALP1 yeast inh	IDE act	PfM18AAP inh	MEKK3 PB1 HTS	IDE cell inh	UBC9 SUMO inh	MEKK2 mut-MEK5	MEKK2wt PB1 HTS
Cc1ccc(S(=O)(=O)N(CC(=O)NCCSc2ccccn2)c2ccc(C)c(C)c2)cc1	-3	32	2	-2	94	0	-7	-3	95
COCCSc1nnc(NC(=O)Cc2ccccc2OC)s1	-9	10	3	0	101	5	5	-2	103

Continued:
SMILES	pCIP destab	NALP1 yeast inh	IDE act	PfM18AAP inh	MEKK3 PB1 HTS	IDE cell inh	UBC9 SUMO inh	MEKK2 mut-MEK5	MEKK2wt PB1 HTS
COCC1CCCN(Cc2nc(C(c3ccccc3)c3ccccc3)no2)C1 (stereo not drawn)	-12	-4	-2	-3	101	0	9	-3	99
CCOC(=O)c1ccc(NC(=O)c2cccc(S(=O)(=O)N3CCOCC3)c2)cc1	-9	4	-2	-3	99	0	5	0	100
CCC1Sc2ccccc2N(CC(=O)NC2CC2)C1=O (stereo not drawn)	14	3	7	-9	106	-2	13	6	106
COc1ccc(N2CCN(C(=O)c3ccc(Br)o3)CC2)cc1	4	7	-1	-3	104	6	0	9	108
OC(c1cc(-c2ccc(C(F)(F)F)cc2)nc(C(F)(F)F)c1)C1CCCCN1 (stereo not drawn)	-10	23	6	0	111	-6	-11	57*	165*
Cc1ccc(Nc2cc(=O)[nH]c(=O)[nH]2)cc1C	5	-14	1	2	96	-2	15	-6	92
Cc1cccc(CNc2ccc(C(CC(N)=O)NC(=O)c3cccc(Br)c3)cc2[N+](=O)[O-])c1 (stereo not drawn)	-11	x	-5	x	103	-1	16	5	100
O=C(O)CN1C(=O)S/C(=C\c2cccnc2)C1=O	-12	x	4	21	87	2	7	-22	85
Cc1ccc(S(=O)(=O)NC2CC(C)(C)NC(C)(C)C2)cc1	4	8	2	-2	103	3	6	18	109
CCn1c(=O)c2c(O)cc(=O)oc2c2ccccc21	-7	-8	1	-2	101	1	16	-2	101
Cc1onc(-c2ccccc2Cl)c1C(=O)NNC(=O)c1ccc(F)cc1	-4	-8	0	-5	102	-7	15	9	105
CCOC(=O)c1ccc(NC2c3ccccc3C(=O)N2c2ccccn2)cc1 (stereo not drawn)	-6	14	0	3	105	1	-9	8	109
O=C1N=NC(=O)N1c1ccccc1	-14	17	0	0	101	4	10	7	103
O=S1(=O)N=C(Nc2ccc(N3CCOCC3)c(Cl)c2)c2ccccc21	-10	16	2	-1	101	2	-6	1	102
Cc1ccc(C)c(NC(=O)CN(C)C(=O)[C@@H](NC(=O)c2ccc(C(C)(C)C)cc2)C(C)C)c1	-16	25	-1	-8	105	5	-17	17	118
COc1ccc(NC(=O)c2cc(C)cc(C)c2)cc1[N+](=O)[O-]	-6	17	-4	-5	90	11	4	-11	90
O=C(NCc1ccccc1)N1CCC(c2nc3ccccc3[nH]2)CC1	-3	8	-3	-6	74	2	15	-2	84
CCOC1=NN(c2ncc(C(F)(F)F)cc2Cl)C(=O)C1	-9	-8	-1	1	109	0	24	-5	103
Cc1c(C)c2ccc(OCC(=O)NCc3ccccn3)cc2oc1=O	-15	0	1	-1	101	0	16	2	105
COc1cccc(C(=O)/C=C2\NCCc3cc(OC)c(OC)cc32)c1	-8	-2	1	4	108	2	11	5	104
O=C1c2ccccc2CN2C(=O)c3ccccc3CN12	6	10	-2	-2	106	-2	15	10	105
COc1cc2c(cc1OC)C1(Nc3c-2c(Cc2ccccc2)nn3-c2ccccc2)C(=O)Nc2ccccc21 (stereo not drawn)	-12	-1	8	-5	x	2	15	x	x
NS(=O)(=O)c1ccc(N=Nc2c(O)ccc3ccccc23)cc1	4	-14	3	-3	92	-5	12	-2	94
CCCCCC(=O)Cc1cc(O)cc2c1C(=O)Oc1cc(O)c(C(=O)O)c(CCCCC)c1O2	5	0	x	x	101	-2	19	4	99
Cc1ccc(NC(=O)CN2C(=O)N/C(=C/c3ccc(N4CCOCC4)cc3)C2=O)cc1	-4	26	0	-1	108	6	14	3	109
O=C(CSc1ncnc2c1nnn2-c1ccc(F)cc1)NCC1CCCO1 (stereo not drawn)	0	2	0	-3	109	1	-14	10	108
CS(=O)(=O)N1CCN(c2ccc(NC(=O)CSc3nnc(-c4ccco4)o3)cc2)CC1	12	-3	4	1	103	2	9	8	103
COc1ccc(NC(=O)CSc2nnnn2C2CC3C=CC2C3)cc1 (stereo not drawn)	10	17	1	0	104	-1	-10	1	106
CCn1cc(/C=C(\NC(=O)c2ccccc2OC)C(=O)NCCCn2ccnc2)c2ccccc21	-3	5	2	5	103	1	11	9	111
CCCNC(=O)c1ccccc1NC(=O)c1ccccc1SC	13	-10	-3	-9	96	0	-11	-1	101

3 compounds from above, showing only PfM18AAP inh and MEKK3 PB1 HTS:
canonical_smiles,PfM18AAP inh,MEKK3 PB1 HTS
COc1ccc(NC(=O)CSc2nnnn2C2CC3C=CC2C3)cc1 (stereo not drawn),0,104
COc1cccc(C(=O)/C=C2\NCCc3cc(OC)c(OC)cc32)c1,4,108
CS(=O)(=O)N1CCN(c2ccc(NC(=O)CSc3nnc(-c4ccco4)o3)cc2)CC1,1,103

(next part)
SMILES	pCIP destab	NALP1 yeast inh	IDE act	PfM18AAP inh	MEKK3 PB1 HTS	IDE cell inh	UBC9 SUMO inh	MEKK2 mut-MEK5	MEKK2wt PB1 HTS
CCOCCc1nnc(NC(=O)COC)s1	-2	-10	-3	-6	97	0	13	1	95
COc1ccc(-c2nnc(SCC(=O)Nc3nncs3)o2)cc1	0	16	6	8	89	3	4	-45	97
O=C(Nc1ccccc1N1CCOCC1)c1ccc([N+](=O)[O-])cc1	-21	-5	0	-3	98	-4	16	1	99
O=C(Nc1ccn(Cc2ccccc2F)n1)c1ccc(COc2ccccc2Cl)cc1	4	16	-4	1	x	7	4	x	x
Nc1nnc(SCc2ccc(F)cc2)s1	-7	x	1	-2	102	-4	-3	0	97
C=CCN1C(=O)CSc2ccc(C(=O)NCc3cccs3)cc21	-3	-14	-4	-5	95	5	12	-1	93
CCn1cc(C(=O)NN)c(=O)c2cc(F)c(N3CCN(C)CC3)cc21	-1	3	6	-2	102	-1	5	5	105
Cn1cccc1/C=C1/SC(=S)N(CC(=O)O)C1=O	-5	0	-2	23	92	4	-3	-3	96
CCN(Cc1ccccc1)C(c1cc2cc(C)cc(C)c2[nH]c1=O)c1nnnn1CCOC (stereo not drawn)	-9	-15	0	6	106	3	8	8	108
CC(C)(C)OC(=O)c1c(N)n(CCCN2CCCC2=O)c2nc3ccccc3nc12	3	12	3	-1	x	3	63*	x	x
CCOc1ccccc1NC(=O)Nc1ccc2c(c1)OCO2	4	9	1	0	100	-1	3	-5	94
COc1cc(NC(=O)c2cc(-c3ccc(C)cc3)on2)cc(OC)c1OC	10	12	-11	-3	104	15	-2	0	106
O=C(O)c1cccc(CSc2nc(-c3ccccc3)cc(C(F)(F)F)n2)c1	-10	42	-5	-5	94	5	16	-1	95
N#C/C(=C(/O)COC(=O)CCc1ccc(S(=O)(=O)N2CCOCC2)cc1)c1nc2ccccc2[nH]1	-9	6	3	5	100	4	3	-3	95
CCOc1ccc(NC(=O)COC(=O)Cc2ccc(S(=O)(=O)N3CCOCC3)s2)cc1	-10	-7	0	8	98	0	-15	-4	95
Cc1ccc(S(=O)(=O)C2(C(=O)NCCc3ccccc3)CC2)cc1	-28	6	1	0	104	-2	-3	6	101
COc1ccc(C(=O)C(OC(=O)c2ccccc2)c2ccccc2)cc1 (stereo not drawn)	-7	-11	3	-14	x	8	-33	x	x
Cc1nn(CCC#N)c(N)c1C1(O)C(=O)Nc2c(Cl)cc(Cl)cc21 (stereo not drawn)	-7	3	-2	0	97	12	1	3	103

From PubChem BioAssay

This is a subset; rates above refer to the full screens.
